Screening results: PubChem BioAssay, Broad Institute
RAD54 branch: RAD54 (human) branch migration inhibition. AID 602329. RAD54 Holliday junction branch migration, FAM/BHQ fluorescence. hit rate 0.14% among 360,000. inhibition, % at 10.4 µM;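 active means mean normalized replicate activity at least 40 and at least half of replicates scoring 40 or more; inconclusive means only one of the two criteria met; inactive means mean below 40 and under half of replicates reaching 40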;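 further: 0% = median of neutral control wells and 100% = median of positive control wells; inhibitors cause a drop in the FAM fluorescence signal; in these data hits start at about 50%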
Target sequence (Q92698 whole entry, looked up): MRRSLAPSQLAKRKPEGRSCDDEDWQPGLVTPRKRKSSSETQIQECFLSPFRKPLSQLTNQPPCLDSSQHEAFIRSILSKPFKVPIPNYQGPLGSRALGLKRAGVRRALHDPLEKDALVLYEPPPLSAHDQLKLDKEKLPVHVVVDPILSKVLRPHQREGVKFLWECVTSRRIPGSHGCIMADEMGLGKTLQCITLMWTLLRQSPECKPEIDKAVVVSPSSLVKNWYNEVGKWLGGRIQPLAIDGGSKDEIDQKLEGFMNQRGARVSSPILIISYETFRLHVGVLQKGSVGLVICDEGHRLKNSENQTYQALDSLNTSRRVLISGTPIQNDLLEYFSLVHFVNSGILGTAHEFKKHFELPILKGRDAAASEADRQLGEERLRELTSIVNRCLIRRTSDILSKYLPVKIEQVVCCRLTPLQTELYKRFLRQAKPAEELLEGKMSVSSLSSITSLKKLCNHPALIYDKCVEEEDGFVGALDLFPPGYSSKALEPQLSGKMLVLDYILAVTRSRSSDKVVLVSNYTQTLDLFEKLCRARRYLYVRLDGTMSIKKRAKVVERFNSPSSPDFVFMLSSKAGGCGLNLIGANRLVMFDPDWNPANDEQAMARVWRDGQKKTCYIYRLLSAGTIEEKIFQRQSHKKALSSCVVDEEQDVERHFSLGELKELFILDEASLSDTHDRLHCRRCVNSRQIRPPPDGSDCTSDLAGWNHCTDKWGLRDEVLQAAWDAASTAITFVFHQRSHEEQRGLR
esBAF inh: SWI/SNF esBAF complex inhibition; mouse ES cells, Bmi1-luciferase knock-in reporter, 24 h; 100% = twice the neutral-well signal; reporter increase, % at 12.5 µM; hit rate 2% among 350,000; in the data active means activation above about 40%; inconclusive means no clear call, values can overlap the other calls;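 further: 0% = median of the plate's neutral control wells and 100% = double that signal; a rise in the Bmi1 reporter signal indicates esBAF inhibition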
The depositor's hits bear a star; ? = inconclusive. These rows are one share of the data, so the mix of outcomes need not match the whole.

SMILES | RAD54 branch | esBAF inh
Cc1ccc(C(=O)O)cc1S(=O)(=O)NCC1CCCO1 (centres undefined) | 1 | 4
COC(=O)c1ccc(NC(=O)C2CCCCC2C(=O)O)cc1 (centres undefined) | 5 | 0
CC1CCCC(NC(=O)COC(=O)c2ccccc2NC(=O)c2ccco2)C1C (centres undefined) | -5 | 3
Cc1ccc(S(=O)(=O)N2CCC(C(=O)Nc3ccc4c(c3)OCO4)CC2)cc1 | -5 | -4
CC1(C)Cc2c(C#N)c(OCC(=O)c3ccc(Cl)cc3)nc(-c3ccco3)c2CO1 | 3 | -4
CONC(=O)c1cc(OCC(F)(F)F)ccc1OCC(F)(F)F | 4 | -6
CCOC(=O)C1=C(CNCCc2ccc(Cl)cc2)NC(=O)NC1c1ccc2c(c1)OCO2 (centres undefined) | -10 | -2
CCOC(=O)C1CCN(c2ncnc3c2oc2ccc(Cl)cc23)CC1 | -18 | -3
CN1C(=O)CC(C(=O)O)SC1=Nc1cc(Cl)c(O)c(Cl)c1 (centres undefined) | -4 | -8
Cc1ccc(Cl)cc1N1CCN(C(=O)C2CCN(S(=O)(=O)c3cccnc3)CC2)CC1 | 1 | 4
O=C(Nc1ccccc1)c1ccccc1NC(=O)C1CCCCC1 | 0 | -4
CC1(C)CC(O)C(CCC(O)c2ccccc2)C(C)(C)N1 (centres undefined) | 5 | -3
CCOc1ccc(NC(=O)CNC(=O)c2cn(-c3ccccc3OC)c(=O)c3ccccc23)cc1 | -10 | -2
Cc1nn(C)c(C)c1N1C(=O)c2cccc3c(Br)ccc(c23)C1=O | 6 | -2
CC1CCN(C(=O)c2cccc(S(=O)(=O)N3CCCCC3)c2)CC1 | -11 | 4
COc1ccc(/C=C/C(=O)c2ccc(Cl)s2)cc1O | 5 | 56*
CC(=O)/C=C1/SC(CC(=O)O)C(=O)N1c1ccccc1 (centres undefined) | 5 | -9
O=C(C1CC1)N1CCc2cc(Br)cc(S(=O)(=O)NCCN3CCOCC3)c21 | -4 | -4
CC(C)C(c1nnnn1CCc1ccccc1)N1CCN(C(=O)c2ccco2)CC1 (centres undefined) | -2 | -2
Cc1cc(C)n(-c2nncn2NC(=O)c2ccc(Cl)cc2O)n1 | -2 | -4

3 entries out of the list, arranged by molecular weight, ascending:
SMILES | RAD54 branch | esBAF inh
O=C(Nc1ccccc1)c1ccccc1NC(=O)C1CCCCC1 | 0 | -4
Cc1cc(C)n(-c2nncn2NC(=O)c2ccc(Cl)cc2O)n1 | -2 | -4
Cc1ccc(S(=O)(=O)N2CCC(C(=O)Nc3ccc4c(c3)OCO4)CC2)cc1 | -5 | -4

More structures
SMILES | RAD54 branch | esBAF inh
COc1ccccc1Nc1ncccc1C(=O)NCc1ccccc1 | 0 | -8
Nc1nonc1C(=O)OCC(=O)N1CCCCC1 | -10 | -6
COc1ccc(CC(=O)Nc2ccc3c(c2)CCC3)cc1S(=O)(=O)N1CCOCC1 | 1 | -1
CC1(C)Cc2c(sc3c2C(=O)N(c2ccccc2)C2=NCCN23)CS1 | -10 | -9
Clc1ccc(Br)cc1-c1nc(-c2ccncc2)no1 | 6 | 36
CCCCC(=O)Nc1cccc(-c2nc3ncccc3o2)c1 | 9 | 4
CC1(C)CC(=O)c2cnc(NC(=O)c3ccco3)nc2C1 | -1 | 16
COc1cccc(C(=O)NC(=S)Nc2ccc(Cl)c(C(=O)O)c2)c1 | 4 | 5
COC(=O)C(C(=O)OC)c1ccccc1[N+](=O)[O-] | -18 | -11
COc1ccccc1-c1nn2c(=O)cc(C)nc2s1 | 4 | 33
Cc1cc(NS(=O)(=O)N(C)C)ccc1C(C)C | -1 | -7
O=C(NNC(=O)c1sc2cccc(Cl)c2c1Cl)Nc1ccccc1 | 2 | 0
NC(=O)[C@@H]1CCNc2c(I)cc([N+](=O)[O-])cc2C(=O)N[C@@H](CCC(=O)O)C(=O)N[C@@H](CO)C(=O)N1 | -14 | -11
Cc1ccc(C(=O)O/N=C2\CCCc3ccccc32)cc1 | 3 | 7
Cn1nnc(C(O)CNCc2cccs2)n1 (centres undefined) | 6 | -7
CCOc1cccc2sc(N(CCN(C)C)C(=O)c3ccc4ccccc4c3)nc12 | 19 | -5
COc1cc2nc(C3CCC3)n(NC(=O)C(OC(C)=O)c3ccccc3)c(=O)c2cc1OC (centres undefined) | 1 | 2
Cc1ccccc1-n1c(C)cc(/C=N/NC(=O)c2ccc(CN3CCOCC3)cc2)c1C | -5 | -7
C#CCOCCOCCOCCNc1nc(N2CCN(C(=O)CCCCCCCCCCNC(=O)[C@H](CCC(=O)O)n3cc(CCCCCN)nn3)CC2)nc(N2CCN(C(=O)CCCCCCCCCCNC(=O)[C@@H]([C@H](C)O)n3cc(C)nn3)CC2)n1 | -9 | 3
c1ccc(-c2cc(CSc3nc4ccccc4[nH]3)on2)cc1 | -1 | 12
Cc1ccc(C(=O)N/C(=C\c2ccco2)C(=O)NCCCn2ccnc2)cc1 | 10 | -1
CCOC(=O)c1sc(C)c2c(=O)n(CCCN3CCOCC3)cnc12 | -5 | -2
O=S(=O)(NCC1CCCO1)c1ccc(S(=O)(=O)N(Cc2ccccc2F)C2CCCCC2)cc1 (centres undefined) | 6 | 3
COc1ccc(NC(=O)CCNC(=O)Cn2ccc3ccccc3c2=O)c(OC)c1 | -5 | -8
CCn1c(CSc2nc(C)cc(C)n2)nnc1SCC(=O)N1CCCc2ccccc21 | 13 | -7
O=C(CSc1ncn[nH]1)NCCc1ccccc1 | -9 | -2
CCn1nc(C(=O)Nc2cccc3ccccc23)c(Cl)c1Cl | 0 | -1
CCC(C)c1ccc(NC(=O)COC(=O)C2=COCCO2)cc1 (centres undefined) | 7 | 13
Nc1nc2n(n1)C(c1cccs1)CC(c1ccc(Br)cc1)N2 (centres undefined) | -3 | 23
Cc1cccc(NC(=O)c2ccccc2C(=O)O)c1 | 3 | -1
CC(C)(C)c1ccc(OCC(=O)N2CCN(C=O)CC2)cc1 | -5 | 2
COc1ccccc1N1CCN(S(=O)(=O)c2cccc(F)c2)CC1 | 0 | -3
CCCN(C#N)c1nc(NCC)nc(NC(C)C)n1 | 4 | -4
COc1cc(/C=C/C(=O)O)cc(S(=O)(=O)N(C)CCO)c1OC | 2 | 2
Cn1c2ccccc2c(=O)c2cc(C#Cc3cccc(N)c3)ccc21 | -12 | 32
CSc1ccccc1NC(=O)CN(C)S(=O)(=O)c1ccc(F)cc1 | 3 | -2
Cc1cc(/C=N\O)c(C)n1-c1ccncc1 | 1 | -15
CN(C)C(=O)c1ccc(COc2ccccc2Br)o1 | 0 | 62*
CCOC(=O)CNC(=O)CSc1nc(C)cc(C)c1C#N | -1 | -11
O=C(c1ccccc1)N1CCCCC(Sc2nnnn2-c2ccccc2)C1=O (centres undefined) | -3 | 11

Part of the list above, set out differently.
molecule	RAD54 branch	esBAF inh
CCCN(C#N)c1nc(NCC)nc(NC(C)C)n1	4	-4
O=C(c1ccccc1)N1CCCCC(Sc2nnnn2-c2ccccc2)C1=O (centres undefined)	-3	11
CCC(C)c1ccc(NC(=O)COC(=O)C2=COCCO2)cc1 (centres undefined)	7	13
O=C(CSc1ncn[nH]1)NCCc1ccccc1	-9	-2
COc1ccccc1N1CCN(S(=O)(=O)c2cccc(F)c2)CC1	0	-3
O=S(=O)(NCC1CCCO1)c1ccc(S(=O)(=O)N(Cc2ccccc2F)C2CCCCC2)cc1 (centres undefined)	6	3

(listing goes on)
SMILES | RAD54 branch | esBAF inh
O=c1cc(-c2ccccc2)nc2nc(-c3ccco3)[nH]n12 | -10 | -6
Cc1ccc(CS(=O)(=O)CCC(=O)NCC2CCCO2)cc1 (centres undefined) | -5 | -1
CCOCc1nnc(NC(=O)CSc2ccccc2)s1 | -20 | -7
CCOC(=O)N1CCN(C(=O)c2ccc3c(=O)n(CCC4=CCCCC4)c(=O)[nH]c3c2)CC1 | -1 | -1
COc1ccc(NC(=O)c2oc3ccccc3c2NC(=O)c2ccc3c(c2)OCO3)cc1 | -2 | ?
COc1ccc([C@@H]2[C@@H]3C(=O)N(C(C)(C)C)C(=O)[C@@H]3[C@]3(C)C(=O)N(c4cccc(Br)c4)C(=O)N23)cc1 | 4 | 5
CCCN(CC(=O)c1cc(C)n(C)c1C)S(=O)(=O)c1cccc(C(F)(F)F)c1 | 1 | -11
Cc1ccc(C(=O)c2c[nH]cc2-c2ccccc2)cc1 | 0 | 3
Cc1cc(C)c(OCC(=O)Nc2ccc3c(c2)OCO3)cc1C | -4 | 33
COc1ccc(-c2n[nH]c(=S)n2CC(C)C)cc1 | -3 | -5
c1csc(CNc2nc3ccccc3n2CCN2CCOCC2)c1 | 2 | 1
O=C(CN(C(=O)CNS(=O)(=O)c1ccccc1)C1CCCC1)NCC1CCCO1 (centres undefined) | 2 | -13
CCOc1ccc(C(=O)NCC(=O)OCC(=O)Nc2ccccc2OCC)cc1 | -3 | -1
CN(C)CCCOC(=O)c1ccc(Br)cc1 | 10 | -4
CC1CCCN(Cc2nc3c(c(=O)n(C)c(=O)n3C)n2CCCc2ccccc2)C1 (centres undefined) | -2 | -11
CC(C)c1nc2sc3c(NCc4ccccc4)ncnc3c2c2c1COC(C)(C)C2 | 9 | 0
COC(=O)C1=C(C)N(Cc2ccccc2)C(=NCCc2cccnc2)N[C@H]1c1ccc(Br)cc1 | 10 | 1
CCCCc1ccc(S(=O)(=O)Nc2cc(C)on2)cc1 | 12 | 5
CNC(=O)c1sc(-c2ccc(Cl)cc2)nc1C | -6 | 68*
OCCCNCc1cccc2ccccc12 | 4 | 0

The list goes on, starting with the last three of the part before.
SMILES | RAD54 branch | esBAF inh
CCCCc1ccc(S(=O)(=O)Nc2cc(C)on2)cc1 | 12 | 5
CNC(=O)c1sc(-c2ccc(Cl)cc2)nc1C | -6 | 68*
OCCCNCc1cccc2ccccc12 | 4 | 0
COc1ccccc1-c1csc(Cc2nnc3n2CCCCC3)n1 | -3 | -3
NC(=O)c1ccccc1NC(=O)/C=C/C(=O)O | -1 | -6
CN(Cc1ccncc1)C1CC(=O)N(c2ccc(Cl)cc2)C1=O (centres undefined) | -1 | 0
CC(=O)c1cccc(NC(=O)CCS(=O)(=O)c2cccc3nonc23)c1 | -7 | 5
C(=N\n1cnnc1)/c1ccc2c(c1)OCCO2 | -4 | -1
Cc1cccc(NS(=O)(=O)c2ccc3c(c2)OCCO3)c1 | 0 | -1
Cc1cccc(N2C(=O)c3cccc4c(N(C)CCO)ccc(c34)C2=O)c1 | -393 | 1
CC(=O)N1CCN(S(=O)(=O)c2ccccc2)C1c1ccccc1 (centres undefined) | 5 | -6
COc1ccc(OC)c(NC(=O)CSc2nnc(-c3ccco3)n2-c2ccc(C(=O)O)cc2)c1 | -21 | -5
CCN(CC)S(=O)(=O)c1csc(C(=O)OCC(=O)c2ccccc2)c1 | -2 | -16
Cc1ccc(S(=O)(=O)CCC(=O)NCc2ccco2)cc1 | -9 | -10
Cn1c(SCc2nn[nH]n2)nc2c1c(=O)n(Cc1ccccc1Cl)c(=O)n2C | -3 | -4
COC(=O)c1cc(NC(=O)C2CC2)cc(C(=O)OC)c1 | -12 | -8
c1cc(-c2nnc3sc(C4CCCCC4)nn23)ccn1 | 0 | -14
CSCc1cc(N2CCOCC2)nc(SCc2ccc(Cl)cc2Cl)n1 | -1 | -5
CC1(C)Cc2c(sc3c2c2ncnn2c2nnc(SCC(=O)NCc4ccco4)n32)CO1 | -1 | 0
O=C(CCc1ccncc1)NC1CCCc2c1cnn2-c1cc(F)cc(F)c1 (centres undefined) | -3 | 1
COC(=O)c1ccccc1N1C(=O)[C@@H]2C(c3ccc(F)cc3)=NO[C@@H]2C1=O | 1 | -9
Cc1sc2nc(SC(C)C)nc(N)c2c1C | 2 | 11
N#Cc1c(SCC(N)=O)nsc1SCc1ccc(Cl)cc1 | 11 | -1
CCOC(=O)C1=NN(c2ccccc2)C2=NC(C)=C(C(=O)OC)C(c3cccs3)N12 (centres undefined) | 4 | -3
CCOc1ccc(N(Cc2cc3ccc(C)cc3[nH]c2=O)C(=O)COC)cc1 | 1 | -1
O=C(Nc1ccccc1Cl)c1cnccn1 | -11 | 2

Some of the entries above in a different format.
Molecule,RAD54 branch,esBAF inh
COC(=O)c1cc(NC(=O)C2CC2)cc(C(=O)OC)c1,-12,-8
c1cc(-c2nnc3sc(C4CCCCC4)nn23)ccn1,0,-14
CSCc1cc(N2CCOCC2)nc(SCc2ccc(Cl)cc2Cl)n1,-1,-5
CC1(C)Cc2c(sc3c2c2ncnn2c2nnc(SCC(=O)NCc4ccco4)n32)CO1,-1,0
